GLP1R cytotox: cytotoxicity in counter-screen for GLP-1R inverse agonists; HEK293 cAMP-luciferase reporter cells, luminescence, 24 h; Potency, µM (highest dose often 38.3 µM), inactives show at the top dose activity change, negative = inhibition, most hits filed as inhibitors; 410,000 tested, 0.13% active; AID 624418;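 also: loss of luciferase light is scored as toxicity; potency is read from the fitted curve at half-maximal effect; % is scaled to controls: 0 for no effect and ±100 for the full control effect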
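MLSMR compounds, 24 hr on cells at 37 deg C/5% CO2; luminescence after luciferase reagent (12 min RT). Inhibition counted as the undesired cytotoxic outcome.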
GLP-1R inv ag: GLP-1 receptor (human) inverse agonism; P43220; HEK293 GLP-1R CRE-luciferase, luminescence, 24 h; GLP-1R form is constitutively active; Potency, µM (doses to about 38.3 µM), inactives show at the highest dose activity change, negative = inhibition, usual class: inhibitors; 410,000 tested, 1.6% active; AID 624417; also: potency is read from the fitted curve at half-maximal effect; % is scaled to controls: 0 for no effect and ±100 for the full control effect; nearly all actives have a fitted effect of over 55% in size
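Readout was luciferase luminescence, measured 12 min after detection reagent at room temperature. Beforehand, GLP-1R reporter HEK293 cells had sat 12 h, then received compounds for 24 hr at 37 deg C.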
DRD3 antagonist: D3 dopamine receptor (human) antagonism. 360,000 tested, 2.5% active. AID 652054. D3R cells, DiscoveRx beta-arrestin luminescence, antagonist mode; stronger effect = lower value. max response, negative = inhibition, %; in the data active = max response below about -50%; inconclusive = no clear call, values can overlap the other calls; also: % is scaled to controls: 0 for no effect and ±100 for the full control effect; mostly tested at two doses, the higher about 12 µM
Target sequence (P35462 whole entry, looked up): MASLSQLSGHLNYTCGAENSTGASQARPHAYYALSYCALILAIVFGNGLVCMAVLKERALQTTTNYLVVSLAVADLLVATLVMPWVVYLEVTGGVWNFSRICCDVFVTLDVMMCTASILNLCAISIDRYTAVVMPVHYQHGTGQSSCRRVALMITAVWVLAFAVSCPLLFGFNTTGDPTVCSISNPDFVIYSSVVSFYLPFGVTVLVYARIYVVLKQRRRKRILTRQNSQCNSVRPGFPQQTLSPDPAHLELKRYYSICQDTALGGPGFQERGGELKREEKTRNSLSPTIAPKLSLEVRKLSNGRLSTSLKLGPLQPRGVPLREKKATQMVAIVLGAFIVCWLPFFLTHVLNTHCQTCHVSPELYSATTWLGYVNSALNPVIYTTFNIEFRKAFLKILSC
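Cells plated overnight at 1500 cells/well, then exposed to library compounds with dopamine controls for 90 minutes at 37 degrees C. DiscoveRx reagent added for 30–60 minutes at room temperature; luminescence read, quantitative HTS format.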
PTHR1 agonist: PTHR1 (human) receptor agonism. Q03431. HEK293 GP2 PTHR1 cells, GloSensor cAMP luminescence, 1 h. Potency, µM (doses to about 115 µM), inactives show at the top dose activation, hits mostly activators. 410,000 tested, 0.075% active. AID 743266; also: potency is read from the fitted curve at half-maximal effect; nearly all actives have a fitted effect of over 55% in size; some results filed as inactive show a strong effect at the top dose; inactives centre near -15; many of its hits are not listed in these tables
Target sequence (Q03431 whole entry, looked up): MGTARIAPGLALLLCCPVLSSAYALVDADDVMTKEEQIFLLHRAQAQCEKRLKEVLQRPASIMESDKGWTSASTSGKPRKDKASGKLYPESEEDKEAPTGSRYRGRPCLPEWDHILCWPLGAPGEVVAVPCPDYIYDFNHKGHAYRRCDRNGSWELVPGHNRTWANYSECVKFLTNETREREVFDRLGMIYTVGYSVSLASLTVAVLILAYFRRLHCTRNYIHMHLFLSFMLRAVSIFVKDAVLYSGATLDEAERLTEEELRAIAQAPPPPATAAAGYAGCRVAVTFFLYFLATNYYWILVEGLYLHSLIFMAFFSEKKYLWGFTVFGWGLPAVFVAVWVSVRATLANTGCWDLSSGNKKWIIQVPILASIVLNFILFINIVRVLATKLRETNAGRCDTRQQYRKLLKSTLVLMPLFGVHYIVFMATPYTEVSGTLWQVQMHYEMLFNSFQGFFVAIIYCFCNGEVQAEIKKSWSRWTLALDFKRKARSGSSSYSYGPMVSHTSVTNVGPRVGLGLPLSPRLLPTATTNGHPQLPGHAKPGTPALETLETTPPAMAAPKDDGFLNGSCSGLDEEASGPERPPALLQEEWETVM
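HEK-293-derived GP2 cells expressing PTHR1 and a GloSensor cAMP reporter, 3,000/well, plated overnight, given luciferin plus IBMX (each 0.5 mM as added) for 1 h at 37 °C, then compound for 1 h at 37 °C. Luminescence was read after 15 min at room temperature.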
DRD3 agonist: activates the human D3 dopamine receptor. P35462. D3R DiscoveRx beta-arrestin cells, luminescence, 90 min. max activation, %. 410,000 tested, 0.58% active; in the data active = max activation above about 30%; also: 0% is about no effect; mostly tested at two doses, the higher about 12 µM
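Cells at 1500/well, incubated overnight, then treated with pinned compounds (dopamine as control) for 90 min at 37 degrees C. DiscoveRx reagent added for 30 - 60 minutes at room temperature; luminescence read.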
KB-V1 cytotox: KB-V1 MDR subline cytotoxicity | KB-V1 MDR cells viability, CellTiter-Glo, 72 h | Potency, µM (series often up to 46.1 µM), without a hit: at the highest dose activity change, negative = cytotoxicity, usual class: cytotoxic | 400,000 tested, 3.4% active; also: potency is read from the fitted curve at half-maximal effect; % is scaled to controls: 0 for no effect and ±100 for the full control effect; nearly all actives have a fitted effect of over 60% in size
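Luminescent ATP read-out (CellTiter-Glo, 10 min) measures survival of drug-selected KB-V1 MDR cells after 72 h, 37 degrees C compound exposure. Medium: phenol-red-free DMEM, 10% FBS. Values from fitted concentration-response curves.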
aSyn yeast inh: rescues yeast growth from alpha-synuclein toxicity | Yeast expressing alpha-synuclein, growth rescue, BacTiter-Glo, 24 h | AID 652106 | Potency, µM (series often up to 46.1 µM), for the others: top-dose growth rescue (activation), actives largely listed as activators | 370,000 tested, 0.14% active; also: potency is read from the fitted curve at half-maximal effect; % of control where 0% means no effect; nearly all actives have a fitted effect of over 65% in size
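Readout is rescue of growth in alpha-synuclein-expressing yeast, so inhibitors of toxicity appear as activators. Growth after 24 hr at 30 deg C in galactose medium is quantified by luminescence.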
GLP1R ag: agonists of human GLP-1 receptor; HEK293 GLP-1R CRE-luciferase, luminescence, 4-6 h; cells express a hypersensitive GLP-1R form; P43220; 380,000 tested, 0.007% active; Potency, µM (titrated, usually from 45.6 µM), without a hit: at the highest dose activation, hits mostly activators; AID 624172; also: potency is read from the fitted curve at half-maximal effect; % of control where 0% means no effect
TDP-43 yeast inh: inhibitors of TDP-43 toxicity in yeast. TDP-43 expressing yeast growth rescue, BacTiter-Glo, 24 h. Potency, µM (highest dose often 46.1 µM), inactives show top-dose growth rescue (activation), hits mostly activators. 410,000 tested, 1.8% active; also: potency is read from the fitted curve at half-maximal effect; % of control where 0% means no effect; nearly all actives have a fitted effect of over 50% in size
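Growth rescue of TDP-43-toxic yeast measured as ATP luminescence (BacTiter-Glo). Cells grown to mid-log in raffinose, induced in galactose at OD600=0.02, exposed to compound 24 hr at 30 deg C.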
The depositor's hits bear a star; i = inactive; ? = inconclusive; · = no result given; [ ] = remark or other dose. Unless noted, calls follow the shape of the dose curve; as a rule, active = well fitted curve in the direction sought with a large enough effect; inconclusive = small, poorly fitted or top-dose-only effect, or another doubt; inactive = no such curve, though single readings can be large; an effect the other way counts as inactive or inconclusive. A portion of the library (hit frequency here may not be typical).

SMILES	GLP1R cytotox	GLP-1R inv ag	DRD3 antagonist	PTHR1 agonist	DRD3 agonist	KB-V1 cytotox	aSyn yeast inh	GLP1R ag	TDP-43 yeast inh
O=C(N/N=C/c1ccccn1)c1cc(C2CC2)nc2ccccc12	-20%	-11%	-1	-1%	-16	1%	3%	12%	6%
COc1ccc(CNn2c(-c3cccc(C)c3)nc3ccccc3c2=O)cc1OC	?	?	31	i	28	23µM*	-1%	11%	-12%
COc1ccc(CN(Cc2ccc(C(=O)O)cc2)C(=S)Nc2ccc(C)cc2)cc1OC	-7%	27%	4	i	25	20%	-1%	15%	-12%[1.82 µM]
CC(CC(=O)NCc1ccccc1)C1CCCO1 (stereo not drawn)	6%	1%	2	i	1	11%	3%	-5%	-12%
Cc1ccccc1NC(=O)COC(=O)CCc1ccccc1	-18%	11%	15	i	2	6%	16%	3%	0%
Cc1ccc(S(=O)(=O)NCCC(=O)N2CCOCC2)cc1C	10%	5%	29	-10%	1	7%	0%	-8%	13%
COc1ccc(OC)c(NC(=O)COC(=O)CCc2ccc(S(=O)(=O)N3CCOCC3)cc2)c1	-1%	3%	6	i	2	·	7%	-9%	7%
Cc1cc(C(=O)CN2C(=O)c3cccc(N)c3C2=O)c(C)n1Cc1cccs1	494%[activator]	?	-26	-25%	-5	-8%	1%	1%	-8%
Cc1ccccc1S(=O)(=O)N1[C@@H](c2cccc(Cl)c2)C(C(=O)O)=CC[C@H]1c1ccc(Cl)cc1	-6%	?	-19	i	-23	24%	-3%	-5%	-32%[inhibitor]
O=C(Nc1cccnc1)c1ccc([N+](=O)[O-])cc1Cl	10%	7%	2	i	-1	2%	0%	-2%	13%
O=C(Cn1c(C(F)(F)F)nc2ccccc21)NCCN1CCCC1	-2%	54%[activator]	-8	i	-8	-7%	3%	-6%	-17%
FC(F)(F)c1nc2ccccc2c2nc3ccccc3n12	0%	2%	14	i	11	-5%	2%	0%	13%
CC/C(=N\NC(=O)c1ccc(Br)cc1)c1ccccc1	9%	-25%	-7	i	-4	1%	-1%	9%	11%
O=C(NCC(F)(F)F)N1CCOCC1	84%[activator]	1%	-1	i	-3	15%	-1%	0%	6%
Cc1nnc(NC(=O)CSc2nnc3c(n2)[nH]c2ccccc23)s1	1%	10%	·	i	6	·	·	·	15%
Cc1cn2c(=O)cc(COc3ccc(C(C)(C)C)cc3)nc2s1	-10%	12%	·	-28%	-1	-11%	·	0%	21%
NS(=O)(=O)c1ccc(CCNC(=O)c2cc(-c3ccc(Br)cc3)nc3ccccc23)cc1	11µM*	?	26	-29%	3	9%	3%	-1%	7%
O=C(COc1ccccc1Cl)Nc1ccc(Cl)c(-c2nc3ccccc3o2)c1	-2%	11%	·	-17%	3	9%	·	·	15%
Cc1ccc(/C=N/N2CCCCC2)o1	5%	-3%	?	?	-7	-15%	10%	0%	0%
CCOC(=O)c1ccc(Oc2nc(NC)nc(SC)n2)cc1	7%	39%[activator]	-4	-5%[57.5 µM]	-4	-7%	-15%	20%	5%
COc1ccc(-c2noc(CN(C(=O)c3ccc(OC(C)=O)cc3)C(C)C)n2)cc1OC	-10%	131%[activator]	17	-20%[57.5 µM]	3	-20%	6%	?	6%
CC1=C(C(N)=O)C(c2ccco2)C(C(N)=O)=C(C)N1	0%	29%	4	i	0	0%	6%	-4%	-5%
O=C(NCCN1CCOCC1)c1ccccc1N1C(=O)[C@@H]2Cc3c([nH]c4ccccc34)C(c3ccc(F)cc3)N2C1=O (stereo partly drawn)	24%	-17%	0	-16%	-26	?	-4%	-4%	-12%
COc1ccc(C(CC(=O)N2CCCCC2)c2c(O)cc(OC)cc2OC)cc1 (stereo not drawn)	6%	7%	-17	i	0	6%	7%	-7%	-4%

2 compounds drawn at random from the list so far, as already listed:
SMILES	GLP1R cytotox	GLP-1R inv ag	DRD3 antagonist	PTHR1 agonist	DRD3 agonist	KB-V1 cytotox	aSyn yeast inh	GLP1R ag	TDP-43 yeast inh
COc1ccc(C(CC(=O)N2CCCCC2)c2c(O)cc(OC)cc2OC)cc1 (stereo not drawn)	6%	7%	-17	i	0	6%	7%	-7%	-4%
O=C(Nc1cccnc1)c1ccc([N+](=O)[O-])cc1Cl	10%	7%	2	i	-1	2%	0%	-2%	13%

A draw from above in order of length of the SMILES, falling.
SMILES	GLP1R cytotox	GLP-1R inv ag	DRD3 antagonist	PTHR1 agonist	DRD3 agonist	KB-V1 cytotox	aSyn yeast inh	GLP1R ag	TDP-43 yeast inh
NS(=O)(=O)c1ccc(CCNC(=O)c2cc(-c3ccc(Br)cc3)nc3ccccc23)cc1	11µM*	?	26	-29%	3	9%	3%	-1%	7%
O=C(COc1ccccc1Cl)Nc1ccc(Cl)c(-c2nc3ccccc3o2)c1	-2%	11%	·	-17%	3	9%	·	·	15%
CC/C(=N\NC(=O)c1ccc(Br)cc1)c1ccccc1	9%	-25%	-7	i	-4	1%	-1%	9%	11%

Additional structures:
SMILES	GLP1R cytotox	GLP-1R inv ag	DRD3 antagonist	PTHR1 agonist	DRD3 agonist	KB-V1 cytotox	aSyn yeast inh	GLP1R ag	TDP-43 yeast inh
CSCCC(NC(=O)c1ccccc1)C(=O)Nc1ccncc1 (stereo not drawn)	16%	-11%	29	-41%[inhibitor]	-5	?	0%	4%	2%
CN(CC(=O)N1CCCC1)S(=O)(=O)c1ccc(Cl)cc1	3%	0%	-22	-4%	0	-3%	·	-10%	-6%
COC(CNS(=O)(=O)c1ccc(S(=O)(=O)N2CCCC2)cc1)OC	6%	20%	-5	i	-2	-17%	-2%	3%	8%[9.22 µM]
O=C1CN(CC(=O)Nc2ccc(Cl)cc2)CCN1	26%	13%	8	-6%[57.5 µM]	-17	1%	-1%	5%	-9%
COC(=O)C1=C(C)n2nnnc2NC1c1cc2ccccc2o1 (stereo not drawn)	4%	0%	-4	-74%[inhibitor]	15	-4%	5%	20%	-16%
CC(C)(C)OC(=O)N1CCC(c2c(C(=O)NCCN3CCOCC3)cnn2-c2ccccc2)CC1	1%	8%	·	i	-19	?	·	·	2%
CN1c2ccsc2C(O)=C(C(=O)Nc2ccccc2)S1(=O)=O	-2%	0%	?	-5%	0	18%	19%	2%	-8%
Cc1cc2cc(C(c3nnnn3Cc3ccco3)N3CCc4ccccc4C3)c(=O)[nH]c2cc1C (stereo not drawn)	0%	?	-1	i	2	?	3%	0%	-17%
O=C(NC1CC(=O)N(c2ccc(F)cc2)C1)c1cccs1 (stereo not drawn)	2%	3%	·	-10%	-30	·	·	·	10%
CCn1ncc(CN2CCCC(C(=O)Nc3cccc(-c4cc5ccccc5[nH]4)c3)C2)c1C (stereo not drawn)	?	3.5µM*	-11	-31%	-17	?	-3%	2%	-7%
O=C(C1CCN(Cc2ccccc2O)CC1)N1CCN(Cc2ccc3c(c2)OCO3)CC1	14%	?	-22	i	-29	·	-3%	-11%	-4%
COc1ccc(-n2c(=O)cc(N3CCN(c4ccccc4)CC3)[nH]c2=O)cc1	-6%	15%	-11	0%	7	-9%	8%	-2%	-30%[inhibitor]

Quoted from the listing:
For aSyn yeast inh, `O=C(NCCN1CCOCC1)c1ccccc1N1C(=O)[C@@H]2Cc3c([nH]c4ccccc34)C(c3ccc(F)cc3)N2C1=O` (stereo partly drawn) has the entry -4%
For TDP-43 yeast inh, `CC1=C(C(N)=O)C(c2ccco2)C(C(N)=O)=C(C)N1` has the entry -5%

Additional structures follow:
SMILES	GLP1R cytotox	GLP-1R inv ag	DRD3 antagonist	PTHR1 agonist	DRD3 agonist	KB-V1 cytotox	aSyn yeast inh	GLP1R ag	TDP-43 yeast inh
O=C(CN1C(=O)C2CC=CCC2C1=O)Nc1nnc(C2CC2)s1 (stereo not drawn)	14%	19%	40	-9%	-3	6%	3%	0%	-13%
Cc1nc2ccc(NC(=O)c3ccc(S(=O)(=O)N4CCOCC4)cc3)cc2s1	21%	0%	-3	-11%	2	0%	-4%	-4%	-25%
CN(C)C(=S)NC(C)(C)C	0%	10%	-13	-15%	-8	2%	-3%	0%	0%
CCOC(=O)/C(N=Nc1ccc2c(c1)OCO2)=C(\C)O	2%	8%	3	-30%[inhibitor]	3	?	6%	17%	22%
COc1ccc(C(C(=O)NC2CCCC2)N(C(=O)c2ccco2)c2cccc(C(C)=O)c2)cc1OC (stereo not drawn)	1%	15%	0	-7%	-3	15%	1%	1%	2%
CCCc1nnc(NC(=O)CCC(=O)N2CCN(Cc3ccc(OC)c(F)c3)CC2)s1	-3%	-10%	11	-31%	2	-10%	-1%	0%	7%
Cc1ccc(C(=O)CNc2ccccc2C)cc1	-5%	-8%	0	-8%	-1	0%	3%	-5%	23%
Cc1ccc(S(=O)(=O)Nc2cccc(-c3ccc(N4CCCCCC4)nn3)c2)cc1C	-12%	?	-1	-9%	-4	?	0%	2%	-3%
Cc1ccccc1Oc1ncnc(N)c1[N+](=O)[O-]	5%[0.307 µM]	-4%[0.307 µM]	4	i	-6	4%	-1%	10%	?
Cc1nc2ccccc2cc1C(=O)NCc1ccccc1	6%	6%	11	-21%	4	-9%	5%	16%	?
O=C(Nc1ccccc1)c1ccc(CSc2ccccn2)cc1	-14%	-25%	5	-8%[57.5 µM]	1	-17%	0%	-11%	-5%
CC(C)c1ccc(N2C(=O)CSC23C(=O)N2CCCc4cccc3c42)cc1 (stereo not drawn)	2%	0%	11	i	-12	-20%	5%	7%	-8%
COC(=O)c1sccc1NC(=O)Nc1ccc(C)cc1	-4%	1%	-2	-24%	55*	7%	-43%[inhibitor]	4%	?
